# CDK5 p35 inh – blocks human CDK5/p35 kinase activity; Recombinant CDK5/p35, ADP-Glo luminescence, 60 min; Q00535+Q15078; inhibition, % at 10 µM; 0.01% of 330,000 active; AID 488839;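 active means highest replicate inhibition of at least 50% and at least 75% of replicates reaching 50%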;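 further: plate controls were DMSO neutral control for no effect and GW8510 at 10 µM for full effect; many of its hits are not listed in these tables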
# MITF act – activators of MITF-driven TRPM1 promoter activity in SK-MEL-5 cells. SK-MEL-5 TRPM1-promoter luciferase, 24 h; % of positive control, neutral wells = 0. activation, % at 12.5 µM. 0.75% of 300,000 active;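 active means mean activation of at least 80% with every replicate also reaching 80%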;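 further: 0% = neutral control wells and 100% = parthenolide positive control wells; values of inactives mirror those of a sister screen read the other way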
# Arrestin-AP2 inh – human beta-arrestin and AP2 interaction inhibition | FITC-arrestin peptide / GST-AP2 beads, flow cytometry; AP2 beta2 appendage carries R879A mutation | inhibition, % at 10 µM | 0.31% of 340,000 active | AID 504490;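 active means inhibition above a set limit, near 3 SD of compounds lacking own fluorescence, cut at about 54% in these data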;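 further: plate controls were DMSO wells for no effect and 5 µM unlabelled arrestin peptide for full effect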
#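 test system = AP2 appendage R879A on GSH beads | buffer or medium = PBS plus Tween 20 (0.05%) and BSA (0.1%) | incubation = 12 min plus 1 h, RT | detection = bead flow cytometry, FITC channel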
# Pemphigus Ab inh – inhibitors of pemphigus antibody binding to human desmoglein-3; P32926; DSG3-coupled beads, scFv-anti-DSG3-GFP binding, flow cytometry; active compounds read low; binding (percent of control), % at 10 µM; 0.48% of 310,000 active; AID 588358;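 active means binding more than 3 SD below its plate's average and above zero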;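 further: hits lower antibody fragment binding to DSG3; some compounds called inactive have numbers as strong as hits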
# Target sequence (P32926 whole entry, looked up, the tested form may be a part): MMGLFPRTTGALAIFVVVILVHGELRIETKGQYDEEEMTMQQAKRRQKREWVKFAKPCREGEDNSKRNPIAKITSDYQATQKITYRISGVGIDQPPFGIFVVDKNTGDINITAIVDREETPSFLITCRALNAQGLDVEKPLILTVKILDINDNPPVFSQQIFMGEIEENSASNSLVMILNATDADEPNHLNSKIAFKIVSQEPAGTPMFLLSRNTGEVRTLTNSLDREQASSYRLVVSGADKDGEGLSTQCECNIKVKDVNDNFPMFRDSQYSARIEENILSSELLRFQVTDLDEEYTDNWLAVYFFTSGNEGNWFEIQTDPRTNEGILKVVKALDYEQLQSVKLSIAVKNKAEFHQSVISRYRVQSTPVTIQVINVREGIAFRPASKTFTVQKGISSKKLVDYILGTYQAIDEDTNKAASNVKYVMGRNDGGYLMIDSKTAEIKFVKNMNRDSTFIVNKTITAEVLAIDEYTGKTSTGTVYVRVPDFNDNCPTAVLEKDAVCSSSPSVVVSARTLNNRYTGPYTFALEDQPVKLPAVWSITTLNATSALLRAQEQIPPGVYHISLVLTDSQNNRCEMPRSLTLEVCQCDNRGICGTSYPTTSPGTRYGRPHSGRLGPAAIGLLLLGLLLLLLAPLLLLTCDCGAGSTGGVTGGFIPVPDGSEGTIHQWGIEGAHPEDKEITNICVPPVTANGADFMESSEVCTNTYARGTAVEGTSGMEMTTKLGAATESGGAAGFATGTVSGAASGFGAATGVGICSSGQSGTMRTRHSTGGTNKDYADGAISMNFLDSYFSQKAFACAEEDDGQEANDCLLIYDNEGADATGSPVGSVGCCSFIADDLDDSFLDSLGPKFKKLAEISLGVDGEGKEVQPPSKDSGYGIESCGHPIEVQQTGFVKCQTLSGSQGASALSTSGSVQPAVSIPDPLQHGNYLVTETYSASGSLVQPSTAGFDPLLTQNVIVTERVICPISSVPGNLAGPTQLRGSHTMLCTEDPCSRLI
# PKA-R1A activ – activates the PKA-R1A holoenzyme complex; 0.083% of 340,000 active; PKA-R1A dissociation, Cy5-IP20 fluorescence polarization; scaled: DMSO 0%, 113 µM cGMP 100%; P00514+P68181; activation, % at 11.4 µM;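 active means percent activation above the mean of all tested compounds plus 3 SD, cut at about 19% in these data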;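 further: higher means more PKAc released from R1A so a rise in polarization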
# PKA-R2B act – activates the human PKA-R2B holoenzyme complex. PKA-R2B holoenzyme dissociation, Cy5-IP20 fluorescence polarization; R2B truncated from residue 108, S112A mutant; 0% DMSO only, 100% 113 µM cGMP. P22694+P31323. activation, % at 11.4 µM. 0.079% of 340,000 active. AID 504700;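 active means activation above a cutoff set at the mean over all compounds plus 3 SD, cut at about 18% in these data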;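 further: higher means more holoenzyme dissociation and a rise in polarization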
# SR-BI DiI-HDL act – SR-BI HDL lipid transfer activation; CHO ldlA[mSR-BI] cells, DiI-HDL uptake fluorescence, 3 h; 100 = double the neutral-control signal; 0.096% of 320,000 active; activation, % at 12.5 µM;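 active means mean replicate activation of at least 60% and every replicate at or above 60%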;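 further: 0% = median plate neutral-control signal and 100% = twice that signal; values of inactives mirror those of a sister screen read the other way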
#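 Material – SR-BI-overexpressing, LDLR-lacking CHO cells · Medium – BSA-supplemented, HEPES-buffered Ham's F12, pH 7.4 · Doses – single concentration · Times – compound with DiI-HDL co-incubation, 3 h at 37 °C · Measured by – bottom-read fluorescence, 550/595 nm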
# dFosB activator – mouse delta FosB homodimer activation; 0.99% of 340,000 active; activation, % at 25 µM; purified delta FosB, TAMRA-CDK5 oligo fluorescence polarization; percent of positive-control signal above neutral wells;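 active means mean activation above about 17%, with every replicate also reaching it, limit read from the data, passing the limit was not always enough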;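 further: fluorescence polarization rise as delta FosB binds a TAMRA Cdk5 AP-1 oligo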
# NSD2 inh – NSD2 (human) methyltransferase inhibition | O96028 | NSD2 peptide methylation, AlphaScreen, 120 min | inhibition, % at 12.5 µM | 0.54% of 310,000 active; in the data active means inhibition above about 50%
# SR-BI DiI inh – mouse SR-BI HDL lipid transfer inhibition. ldlA[mSR-BI] CHO cells, DiI-HDL uptake fluorescence, 3 h. inhibition, % at 12.5 µM. 0.96% of 320,000 active. AID 488896. Q61009;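 active means mean replicate inhibition of at least 70% and a set share of replicates each scoring 70 or more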;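 further: 0% = median of neutral control wells and 100% = median of positive control wells; values of inactives mirror those of a sister screen read the other way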
# Mot1-301 SUMO – SUMOylation pathway inhibition by Mot1-301 growth rescue; S. cerevisiae Mot1-301 growth rescue, ATP luminescence, 38.5C; percent above DMSO median, 100 means doubled; growth rescue, % at 18.8 µM; 1% of 320,000 active;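 active means every valid replicate shows activation above 250% relative to neutral control wells; inactive means the rest, any valid replicate at or below 250%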;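 further: OY570 slx delta 5 strain wells were the positive control but not used for scaling; some compounds called inactive have numbers as strong as hits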
# Starred values were filed as active, the others as inactive; . = not tested or not shown.
1) COc1cccc(C(=O)/C=C/Nc2ccc(S(=O)(=O)Nc3nc(C)cc(C)n3)cc2)c1
2) CN(C(=O)CSc1nc2[nH]ncc2c(=O)[nH]1)c1ccccc1
3) CC(C)(C)c1ccc(OCCN2CCCC2)cc1
4) Cc1c(S(=O)(=O)c2ccccn2)c(N)n(Cc2ccccc2Cl)c1C
5) COc1ccccc1/C=C\C=N\n1c(C2CCCCC2)n[nH]c1=S
6) Oc1c(C(c2cccs2)N2CCN(c3ccccc3)CC2)sc2ncnn12 (configuration not stated)
7) O=S(=O)(c1ccccc1)c1cnn(-c2ccccc2)c1-c1ccc(Cl)cc1
8) COc1ccc2c(c1)c(=O)c(Br)c(C)n2Cc1ccccc1

Compound	1	2	3	4	5	6	7	8
CDK5 p35 inh	-3.9	2.6	-2.5	0.3	-0.6	-1.7	-0.5	-0.2
MITF act	1	5	12	1	.	2	-9	-5
Arrestin-AP2 inh	-1	1	9	4	-4	0	-1	1
Pemphigus Ab inh	85	102	108	117	101	99	99	108
PKA-R1A activ	-2	-9	-10	-9	-5	-2	11	-10
PKA-R2B act	4	-15	-6	-2	-6	6	-1	-4
SR-BI DiI-HDL act	10	33	36	-15	-1	0	-1	-42
dFosB activator	-14	-5	0	-15	-6	-5	-6	-11
NSD2 inh	2	1	4	2	7	.	21	-2
SR-BI DiI inh	-10	-33	-36	15	1	0	1	42
Mot1-301 SUMO	-16	3	-9	-6	126	4	5	5

9) O=C(NCc1ccccc1)c1ccc(CS(=O)Cc2ccc(Cl)cc2)o1 (configuration not stated)
10) COc1ccc(OCC(=O)Nc2ccccc2O)cc1
11) O=C(COC(=O)c1cccc(S(=O)(=O)N2CCN(c3ccccc3)CC2)c1)NCC1CCCO1 (configuration not stated)
12) COc1ccc(S(=O)(=O)N2CCOCC2)cc1NC(=O)CN1CCCC1
13) Cc1ccc(C2CC(c3ccccc3C)n3nc(N)nc3N2)cc1 (configuration not stated)
14) CCCC(=O)Nc1ccc(C(=O)Nc2cc(C(F)(F)F)ccc2Cl)cc1
15) Cc1ccc(C(=O)O)cc1NC(=S)NC(=O)c1ccc([N+](=O)[O-])cc1Cl
16) O=C(Nc1ccccc1)C(=O)Nc1ccc2c(c1)N(C(=O)C1CC1)CCC2

Compound	9	10	11	12	13	14	15	16
CDK5 p35 inh	-0.9	-0.8	-0.1	0.1	0.1	1.2	-0.7	4.9
MITF act	0	.	6	0	2	16	3	92*
Arrestin-AP2 inh	10	-12	-7	-16	17	7	-3	0
Pemphigus Ab inh	.	.	106	103	109	105	98	106
PKA-R1A activ	-14	-3	-11	-7	-3	3	3	-1
PKA-R2B act	-6	1	-16	0	1	3	5	-7
SR-BI DiI-HDL act	1	-8	7	15	-5	-74	25	-61
dFosB activator	-4	8	8	-7	-13	6	-3	-13
NSD2 inh	0	26	-2	-4	.	-2	6	-3
SR-BI DiI inh	-1	8	-7	-15	5	74*	-25	61
Mot1-301 SUMO	274	-16	-27	1	9	5	7	-42

17) CC1=C(C(=O)Nc2cccnc2)C(c2cccnc2)n2nc(-c3cccs3)nc2N1 (configuration not stated)
18) O=C(c1cccc([N+](=O)[O-])c1)c1cc2ccccc2o1
19) CCC(Nc1nc(-c2ccccc2)nc2ccccc12)C(=O)O (configuration not stated)
20) Cc1c(Cl)cccc1NC(=S)NC1CC1
21) CCc1ccc2nc(N)sc2c1
22) CCOc1ccc(N(Cc2cc3cc(C)ccc3[nH]c2=O)S(=O)(=O)c2ccccc2)cc1
23) CCC(C)COC(=O)c1ccc(C(=O)O)cc1 (configuration not stated)
24) N#CCN1C(=O)C(=O)N(Cc2cccc(C(F)(F)F)c2)C1=O

Compound	17	18	19	20	21	22	23	24
CDK5 p35 inh	-0.4	1.3	0.1	-0.1	-0.5	-1.4	-0.8	-0.1
MITF act	-10	29	-8	1	57	-7	1	-10
Arrestin-AP2 inh	0	-2	6	-9	41	-17	23	13
Pemphigus Ab inh	103	98	106	.	99	111	103	106
PKA-R1A activ	-13	0	4	1	-7	0	2	-5
PKA-R2B act	2	2	1	-2	0	-9	3	8
SR-BI DiI-HDL act	3	41	-3	-3	16	-10	12	-1
dFosB activator	-10	-2	-7	7	-2	-9	-4	-9
NSD2 inh	1	1	0	-1	2	-1	.	-3
SR-BI DiI inh	-3	-41	3	3	-16	10	-12	1
Mot1-301 SUMO	350*	5	-7	-1	17	-19	316	-15

25) CCOC(=O)C1(CCOC)CCN(Cc2ccc(C(=O)OC)cc2)CC1
26) COc1ccc(-n2c(SCC(=O)Nc3ccc(C(N)=O)cc3)nc3ccccc3c2=O)cc1OC
27) CN(CC(=O)Nc1ccc(F)cc1)C(=O)c1ccc(OCc2ccccc2)cc1
28) CC(C)c1nc2sc3c(c2c(=O)o1)CCCC3
29) CCOC(=O)C(NC(C)=O)(Nc1ccc(S(=O)(=O)Nc2ncccn2)cc1)C(F)(F)F (configuration not stated)
30) O=C(c1ccc([N+](=O)[O-])o1)N1CCc2ccccc2C1
31) O=C(CCS(=O)(=O)c1ccc(Cl)cc1)N1CCN(c2ccc(F)cc2)CC1
32) CC(=O)N1CCN(C23CC4CC(CC(C4)C2)C3)CC1

Compound	25	26	27	28	29	30	31	32
CDK5 p35 inh	-3.6	-0.5	-0.2	1.7	-0.1	1.5	-0.3	3.0
MITF act	-5	-9	-5	-2	7	-30	-5	9
Arrestin-AP2 inh	-11	14	1	28	7	-7	7	-5
Pemphigus Ab inh	114	95	105	106	106	128	98	96
PKA-R1A activ	-3	2	-14	2	5	-9	-9	8
PKA-R2B act	-3	-1	-6	-3	10	4	0	1
SR-BI DiI-HDL act	-24	-3	-36	24	8	.	7	28
dFosB activator	-8	0	5	2	1	-10	-12	-4
NSD2 inh	.	0	0	1	-1	2	0	0
SR-BI DiI inh	24	3	36	-24	-8	.	-7	-28
Mot1-301 SUMO	187	78	.	.	-12	85	4	-10

33) N/C(Cc1ccc([N+](=O)[O-])cc1)=N\OC(=O)c1cccc(Br)c1
34) O=C(NNC(=O)C1CC=CCC1C(=O)O)c1cccs1 (configuration not stated)
35) CNc1nc(Cl)nc(Nc2ccccc2)n1
36) COc1cccc(NC(=O)c2ccccc2F)c1
37) NC(=O)c1ccccc1OCCOCCOCCOc1ccccc1C(N)=O
38) CCOC(=O)C(C)n1cnc2sc(C)c(C)c2c1=O (configuration not stated)
39) COc1cccc(C(=O)NNC2=C(C(=O)C(F)(F)F)CCC2)c1
40) COc1ccc(/C=C/c2cc[n+](C(=O)Cc3ccccc3)cc2)cc1

Compound	33	34	35	36	37	38	39	40
CDK5 p35 inh	0.5	0.3	0.0	-1.0	-0.2	-0.3	0.6	-0.1
MITF act	-3	6	8	87*	9	2	.	-14
Arrestin-AP2 inh	1	-10	42	-3	5	-4	1	0
Pemphigus Ab inh	104	98	102	101	104	.	100	122
PKA-R1A activ	14	1	3	0	-8	2	.	-9
PKA-R2B act	-3	-11	-6	-3	-1	-8	.	-8
SR-BI DiI-HDL act	-13	16	-8	-14	34	-2	-113	-4
dFosB activator	-11	8	1	-10	-3	-11	1	5
NSD2 inh	-2	-4	-2	.	-1	1	8	25
SR-BI DiI inh	13	-16	8	14	-34	2	113*	4
Mot1-301 SUMO	18	40	43	7	1	-1	96	8

41) C/C(=N\NC(=S)NCc1ccccc1)c1ccc2c(c1)OCCO2
42) CC1(C)CC(=O)C=C(Nc2ccc(Br)cn2)C1
43) Nc1ccc(S(=O)(=O)NC2=NCCCCC2)cc1N
44) Cc1ccccc1N1CC(C(=O)Nc2ccc(S(=O)(=O)N3CCCCC3)cc2)CC1=O (configuration not stated)
45) Cc1c(/C=N/N=C2\CCC3C4CCc5cc(O)ccc5C4CCC23C)cnn1C (configuration not stated)
46) COc1ccc(O)c(C(=O)c2cc(C#N)c(=O)n(CCN3CCOCC3)c2)c1
47) COc1ccc(C2(CNC(C)=O)CCCC2)cc1OC
48) COc1ccc(-c2nnc(SCC(=O)c3cccs3)n2-c2ccc(Cl)cc2)cc1
49) CCc1nnc(NC(=O)c2ccc3nc(CC)c(CC)nc3c2)s1
50) CCC1(CC)NC(=O)N(CC(=O)N2CCc3ccccc32)C1=O
51) O=C(COC(=O)/C=C/c1ccc(Cl)cc1Cl)NCC1CCCO1 (configuration not stated)

Compound	41	42	43	44	45	46	47	48	49	50	51
CDK5 p35 inh	0.1	0.5	1.9	0.6	0.5	-1.6	-2.2	-1.3	-1.3	-2.8	2.3
MITF act	1	-6	8	-6	-12	20	-17	-5	19	-15	-13
Arrestin-AP2 inh	-1	-47	11	-15	10	11	17	-4	4	1	-2
Pemphigus Ab inh	111	100	121	.	.	99	106	112	96	116	.
PKA-R1A activ	-13	1	-4	-8	-7	2	-5	3	1	-3	-6
PKA-R2B act	-4	-1	-7	3	-3	4	4	-5	2	-3	-1
SR-BI DiI-HDL act	3	.	9	.	-25	15	0	-22	-25	6	-5
dFosB activator	-3	-3	-5	-4	-1	-8	-2	-11	1	-1	5
NSD2 inh	0	.	5	2	0	.	-2	-3	-2	0	.
SR-BI DiI inh	-3	.	-9	.	25	-15	0	22	25	-6	5
Mot1-301 SUMO	119	10	-13	402	13	14	-3	173	176	1	1

# Looked up one by one from above (7):
44) Cc1ccccc1N1CC(C(=O)Nc2ccc(S(=O)(=O)N3CCCCC3)cc2)CC1=O (configuration not stated)
42) CC1(C)CC(=O)C=C(Nc2ccc(Br)cn2)C1
48) COc1ccc(-c2nnc(SCC(=O)c3cccs3)n2-c2ccc(Cl)cc2)cc1
50) CCC1(CC)NC(=O)N(CC(=O)N2CCc3ccccc32)C1=O
47) COc1ccc(C2(CNC(C)=O)CCCC2)cc1OC
51) O=C(COC(=O)/C=C/c1ccc(Cl)cc1Cl)NCC1CCCO1 (configuration not stated)
49) CCc1nnc(NC(=O)c2ccc3nc(CC)c(CC)nc3c2)s1

Compound	44	42	48	50	47	51	49
CDK5 p35 inh	0.6	0.5	-1.3	-2.8	-2.2	2.3	-1.3
MITF act	-6	-6	-5	-15	-17	-13	19
Arrestin-AP2 inh	-15	-47	-4	1	17	-2	4
Pemphigus Ab inh	.	100	112	116	106	.	96
PKA-R1A activ	-8	1	3	-3	-5	-6	1
PKA-R2B act	3	-1	-5	-3	4	-1	2
SR-BI DiI-HDL act	.	.	-22	6	0	-5	-25
dFosB activator	-4	-3	-11	-1	-2	5	1
NSD2 inh	2	.	-3	0	-2	.	-2
SR-BI DiI inh	.	.	22	-6	0	5	25
Mot1-301 SUMO	402	10	173	1	-3	1	176
